# Screening data (PubChem BioAssay)
# AmpC inh detg – qHTS Inhibitors of AmpC Beta-Lactamase (assay with detergent); AmpC hydrolysis of nitrocefin, absorbance 480 nm, 0.01% Triton; Potency, µM (series often up to 114 µM), inactives show at the highest dose activity change, negative = inhibition, hits mostly inhibitors; hit rate 0.041% among 370,000;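 further: potency means the concentration at half of the fitted maximal effect; 0% = no-compound wells and -100% = no-enzyme wells; nearly all actives have a fitted effect of over 25% in size; some results filed as inactive show a strong effect at the top dose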
# Target sequence (P00811 whole entry, looked up): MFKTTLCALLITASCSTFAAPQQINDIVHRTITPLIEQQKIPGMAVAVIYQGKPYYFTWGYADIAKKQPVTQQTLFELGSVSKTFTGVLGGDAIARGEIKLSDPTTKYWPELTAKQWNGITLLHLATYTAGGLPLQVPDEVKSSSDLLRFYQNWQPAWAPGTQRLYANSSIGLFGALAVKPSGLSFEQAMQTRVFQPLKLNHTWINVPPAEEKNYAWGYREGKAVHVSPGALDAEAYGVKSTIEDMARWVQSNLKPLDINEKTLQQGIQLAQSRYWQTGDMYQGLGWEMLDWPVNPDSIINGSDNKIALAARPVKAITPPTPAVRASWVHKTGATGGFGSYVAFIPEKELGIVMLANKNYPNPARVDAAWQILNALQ
#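 AmpC (5.3 nM in the dispensed reagent) in 20 mM phosphate pH 7.0 with 0.01% (detergent screen) or 0.0001% Triton X-100 was preincubated with compounds for 15 min at room temperature. Nitrocefin was then added from an 800 uM solution, and hydrolysis was followed at 480 nm.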
# AmpC inh no detg – qHTS Inhibitors of AmpC Beta-Lactamase (assay without detergent). P00811. AmpC nitrocefin hydrolysis, absorbance 480 nm, 0.0001% Triton. Potency, µM (series often up to 57.1 µM), without a hit: at the top dose activity change, negative = inhibition, actives largely listed as inhibitors. hit rate 0.52% among 330,000. AID 485341, 2010;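 further: potency means the concentration at half of the fitted maximal effect; plate controls were no compound for no effect and no enzyme for full effect; nearly all actives have a fitted effect of over 20% in size; some results filed as inactive show a strong effect at the top dose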
#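 AmpC (5.3 nM in the dispensed reagent) in 20 mM phosphate pH 7.0 with 0.01% (detergent screen) or 0.0001% Triton X-100 was preincubated with compounds for 15 min at room temperature. Nitrocefin was then added from an 800 uM solution, and hydrolysis was followed at 480 nm.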
# CHX counter – Cycloheximide Counterscreen for Small Molecule Inhibitors of Shiga Toxin | cell reporter, cycloheximide protein synthesis inhibition counterscreen | hit rate 12% among 300,000 | AID 2314, 2010 | max response, %; in the data active means max response mostly above about 13%, no sharp cut-off; inactive means mostly below about 14%; further: read at 38.3 µM for the half of the compounds with a filed dose; 0% is about no effect
# HCMV antiviral – qHTS Assay for inhibitors of the human cytomegalovirus (HCMV) | hit rate 4.5% among 410,000 | HFF cells, HCMV-luciferase reporter, 72 h; hits give low values | AID 1259415, 2018 | activity change, negative = inhibition, % at 57.5 µM; in the data active means activity change below about -60%; inconclusive means no clear call, values can overlap the other calls; inactive means above about -39%; further: on the % scale 0 is the no-effect control and ±100 the full control effect
#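 Cell-based, HFFs, 1000 cells/well, 16 h 37C; cpds in DMSO + HCMV-luc, MOI 1 PFU/cell; 72 h 37C; OneGlo luminescence after 5 min RT; norm. to buffer vs Salinomycin 10uM.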
# Giardia FBPA inh – qHTS Assay for Inhibitors of Fructose-1,6-bisphosphate Aldolase from Giardia Lamblia | purified Giardia FBPA | Potency, µM (doses to about 59.6 µM), inactives show at the top dose activity, negative = inhibition, usual class: inhibitors | hit rate 0.71% among 290,000 | AID 2451, 2010; further: potency means the concentration at half of the fitted maximal effect; on the % scale 0 is the no-effect control and ±100 the full control effect; nearly all actives have a fitted effect of over 55% in size
# Target sequence (A8B2U2 whole entry, looked up): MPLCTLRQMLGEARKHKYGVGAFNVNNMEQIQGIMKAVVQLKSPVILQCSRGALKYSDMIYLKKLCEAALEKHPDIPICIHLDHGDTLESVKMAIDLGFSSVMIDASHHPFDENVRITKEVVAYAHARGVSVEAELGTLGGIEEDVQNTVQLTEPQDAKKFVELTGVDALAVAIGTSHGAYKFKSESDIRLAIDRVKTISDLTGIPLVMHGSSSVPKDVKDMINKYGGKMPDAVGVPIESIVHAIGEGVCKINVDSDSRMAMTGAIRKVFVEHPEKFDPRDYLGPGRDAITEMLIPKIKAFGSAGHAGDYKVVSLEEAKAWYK
#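 Giardia FBPA (40 nM reagent) was preincubated 10 min at RT with compound (up to 57.5 uM final), then substrate plus GAPDH/TPI/NAD/arsenate coupling system with diaphorase/resazurin was added; resorufin fluorescence (525/598 nm) was read after 20 min.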
# AMA1 RON2 block – qHTS for Inhibitors of AMA1-RON; Towards Development of Antimalarial Drug Lead: Primary Screen. AlphaScreen AMA1-biotinylated RON2 peptide binding. Potency, µM (highest dose often 58.2 µM), inactives show top-dose activity change, negative = inhibition, usual class: inhibitors. hit rate 0.2% among 360,000;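 further: potency means the concentration at half of the fitted maximal effect; 0% = vehicle wells and -100% = peptide control; nearly all actives have a fitted effect of over 45% in size; some results filed as inactive show a strong effect at the top dose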
#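 AMA1 (3D7) with his tag at 25 nM final met compounds first, then biotinylated RON2 peptide at 25 nM; detection used donor plus acceptor beads, 10 µg/mL apiece, read by AlphaScreen after 30 min at room temperature.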
# Shiga toxin inh – A qHTS for Small Molecule Inhibitors of Shiga Toxin; inhibition, % at 38.7 µM; hit rate 9.2% among 290,000; Vero cells, Shiga toxin protein synthesis inhibition reporter; in the data active means inhibition mostly above about 28%, no sharp cut-off; inactive means mostly below about 43%; further: 0% is about no effect
# * marks the source's active call; other numbers are inactive results; ? = inconclusive; · = not tested or not shown; [ ] = another dose, or the depositor's remark. Unless noted, the call rests on the fitted dose curve; in most records, active means well fitted curve in the direction sought with a large enough effect; inconclusive means small, poorly fitted or top-dose-only effect, or another doubt; inactive means no such curve, though single readings can be large; an effect the other way counts as inactive or inconclusive.
SMILES,AmpC inh detg,AmpC inh no detg,CHX counter,HCMV antiviral,Giardia FBPA inh,AMA1 RON2 block,Shiga toxin inh
O=C(Nc1ccc(CN2CCOCC2)cc1)c1cc2ccccc2o1,-3%,-3%,34*,21,-9%,-11%,64*
CCOc1ccc(NC(=O)CSc2nc(NS(=O)(=O)c3ccc(C)cc3)cc(=O)[nH]2)cc1,0%,-27%,6,-31,9%,-27%,5
CCS(=O)(=O)c1nc(S(=O)(=O)c2ccc(Cl)cc2)c(N2CCCC2)s1,2%,-17%,1,-20,·,6%,-11
CC(C)(C)NC(=O)C(=O)NN=C1CCCCCC1,-13%,-17%,12,53,2%,-10%,34
CCN1CCN(S(=O)(=O)c2ccc(OC)c(NC(=O)c3ccccc3F)c2)CC1,-5%,85%[activator],·,?,·,1%,·
COc1ccc(N2CC(C(=O)Nc3ccc(S(=O)(=O)Nc4nccs4)cc3)CC2=O)c(OC)c1 (stereo unspecified),-4%,-13%,·,3,·,-9%,·
COc1ccc(C)cc1NC(=O)CSc1nnc(-c2cc3cccc(OC)c3o2)n1N,-2%,·,-3,-10,1%,-5%,-8
COc1cc(C=NNC(=O)Cn2nc(C)cc2C)ccc1OC(=O)C1CC1,·,-7%,·,-8,·,2%,·
CCCCCc1c(O)nc(SCCN(C)C)[nH]c1=O,0%,2%,1,-32,-2%,-14%,28
CCC(C)(C)C(=O)Nc1ncc(S(=O)(=O)c2ccc([N+](=O)[O-])cc2)s1,?,-21%,2,-11,3%,?,9
CCN(CC(=O)Nc1cc(C)c(Cl)cc1OC)CC(=O)NC1CCS(=O)(=O)C1 (stereo unspecified),1%,12%,9,18,0%,2%,-3
CSC(=NCc1cccnc1)NS(=O)(=O)c1cccs1,?,-22%,-3,10,7%,7%,-4
Cc1cc(Sc2nccn2C)ncc1[N+](=O)[O-],-8%,-18%,0,-39,-6%,-1%,-3
O=[N+]([O-])c1cccnc1Oc1ccc(C2SCCS2)cc1,-1%,-21%,58*,-30,1%,-17%,73*
O=C(Nc1ccccc1)c1cccc(S(=O)(=O)N2CCCCC2)c1,-1%,-15%,19,?,-4%,15%,11
CC(C)(C)NC(=O)CN1CCN(C(=O)CCl)CC1,-1%,-9%,-7,-63*,-11%,-6%,-17
CN(CCNC(=O)c1ccc(N2CCCC2=O)cc1)CCc1ccccc1,-9%,-12%,0,15,7%,0%,9
COc1cc(CNCCCN2CCOCC2)cc(Br)c1OCC(=O)N1CCCCC1,-14%,11%,1,24,-15%,-5%,-15
O=C1CC(Sc2ncn[nH]2)C(=O)N1c1ccccc1 (stereo unspecified),-7%,-23%,-3,-11,?,17%,35
COc1cc(C(=S)N2CCOCC2)cc(OC)c1OC(=O)c1cc([N+](=O)[O-])c(C)c([N+](=O)[O-])c1,-13%,-21%,-3,8,-4%,-11%,-5
COc1ccc(OCc2nnc(SCC(=O)Nc3ccccc3Cl)o2)cc1,-22%,-16%,-6,23,-1%,0%,-10
CCOc1cc(N2CCOCC2)c(OCC)cc1NC(=O)[C@H](C)NC(=O)c1ccco1,2%,4%,8,22,-11%,-2%,0
CN(Cc1ccccc1)C(=O)c1ccc(COc2ccccc2)cc1,-16%,21%,8,24,-1%,9%,12
CCCn1c(-c2ccc[nH]c2=O)nc2cc(C)c(C)cc21,-5%,4%,38*,23,-1%,-14%,72*
CSc1ncccc1C(=O)OCC(=O)N(C)C1CCS(=O)(=O)C1 (stereo unspecified),2%,-12%,-3,-15,0%,8%,-9
COc1ccc(N2CCN(C(=O)C3CCN(S(=O)(=O)c4ccc(C)cc4)CC3)CC2)cc1,-4%,146%[activator],-2,3,-3%,-4%,17
CCN(CC(=O)Nc1ccc(OC)cc1)C(=O)c1cc2c(s1)CCCCC2,0%,2%,·,-22,·,-16%,·
CCC(C)(C)NC(=O)C(c1ccc(C)o1)N(Cc1ccc2c(c1)OCO2)C(=O)c1snc(C(N)=O)c1N (stereo unspecified),7%,-8%,-5,-18,5%,1%,-12
C[C@@H]1CC[C@]2(C(=O)O)CC[C@]3(C)C(=CCC4[C@@]5(C)C[C@@H](O)[C@H](O)[C@@](C)(CO)C5[C@H](O)C[C@]43C)C2[C@H]1C (stereo partly specified),·,·,-6,·,5%,·,-7
COC(=O)c1ccc(CSc2n[nH]c(=S)s2)o1,?,-12%,-4,6,-17%,3%,-8

# The last 4 compounds of the part above come first, to join the parts:
SMILES,AmpC inh detg,AmpC inh no detg,CHX counter,HCMV antiviral,Giardia FBPA inh,AMA1 RON2 block,Shiga toxin inh
CCN(CC(=O)Nc1ccc(OC)cc1)C(=O)c1cc2c(s1)CCCCC2,0%,2%,·,-22,·,-16%,·
CCC(C)(C)NC(=O)C(c1ccc(C)o1)N(Cc1ccc2c(c1)OCO2)C(=O)c1snc(C(N)=O)c1N (stereo unspecified),7%,-8%,-5,-18,5%,1%,-12
C[C@@H]1CC[C@]2(C(=O)O)CC[C@]3(C)C(=CCC4[C@@]5(C)C[C@@H](O)[C@H](O)[C@@](C)(CO)C5[C@H](O)C[C@]43C)C2[C@H]1C (stereo partly specified),·,·,-6,·,5%,·,-7
COC(=O)c1ccc(CSc2n[nH]c(=S)s2)o1,?,-12%,-4,6,-17%,3%,-8
CCNS(=O)(=O)c1ccc(CCC(=O)NCCc2ccc(OC)cc2)cc1,0%,-5%,-2,-6,7%,-6%,-1
Cc1ccnc(-n2c(C)cc(C=C3C(=O)N(C)C(=S)N(C)C3=O)c2C)c1,-12%,-28%,3,72,1%,-8%,-8
CCCCCC(=O)Nc1ccc(Cc2ccncc2)cc1,1%,-12%,11,1,0%,10%,23
COc1cccc(-c2cc(C(=O)N3CCN(Cc4ccccc4)CC3)no2)c1,3%,106%[activator],17,23,-2%,-18%,73
CC1(C(=O)NCc2cccnc2)CCC(=O)N1CCc1ccccc1 (stereo unspecified),-1%,1%,2,-97*,-4%,3%,-3
COc1ccc(/C=C/C(=O)NC(=S)NNC(=O)c2cccnc2)cc1OC,-13%,-11%,2,2,?,110%[activator],32
Cc1ccc(OCc2ccc(C(=O)N3CCOCC3)cc2)cc1C,-14%,83%[activator],31*,83,-4%,-8%,54*
CCc1nc(SCC(=O)Nc2ccccc2)c2c(=O)n(C)c(=O)n(C)c2n1,-11%,-8%,1,0,·,-3%,-6
Oc1ccc(/C=N/n2cnn(Cc3ccccc3Cl)c2=S)c(O)c1,-1%,-22%,0,31,10%,69%[activator],2
COc1cc(NC(=O)CCN2CC(C)OC(C)C2)cc(OC)c1 (stereo unspecified),-4%,-2%,-3,-23,6%,-8%,9
CCn1c(-c2csc(C(C)C)c2)n[nH]c1=S,-2%,-23%,7,17,9%,85%[activator],11
CN(C)c1nc(N)nc(CSc2nnnn2-c2ccccc2)n1,4%,-1%,-6,17,2%,7%,27
CCCCC(CC)CNC(=O)CCS(=O)(=O)c1cccc2nsnc12 (stereo unspecified),?,-1%,-1,-12,3%,-27%,-24
Cc1cc(C)n(-c2ccc3nncn3n2)n1,-5%,-5%,-3,8,0%,4%,-8
CC1CCN(Cc2ccc(NC(=O)CC3Oc4ccccc4NC3=O)cc2)CC1 (stereo unspecified),?,-11%,-4,25,1%,2%,15
O=C(CNc1ccc(Cl)cc1)c1ccc(Br)cc1,-13%,-28%,-1,23,-1%,-5%,12
CN(C(=O)c1ccc(C#N)cc1)c1nnc(-c2ccccn2)s1,-12%,5%,14,-33,12%,-3%,20
COc1ccc(C(=O)C2CCN(S(=O)(=O)c3ccc4c(c3)OCCO4)CC2)cc1,1%,-15%,1,?,2%,-8%,-16
C=CCSc1nc2ccccc2n2cnnc12,-4%,-8%,-2,·,-1%,-1%,-18
Nc1ccn(-c2ccccc2)c(=O)c1,5%,-5%,-3,-12,-2%,0%,2
Cc1c(-c2ccc(Cl)cc2)[n+](=O)c(-c2ccccc2)cn1[O-],0%,-29%,-2,-13,0%,-1%,9
Fc1cnc(N2CCOCC2)nc1N1CCOCC1,9%,-13%,-1,110,1%,8%,-3
CC(Oc1ccccc1)C(=O)OCC(=O)NC(=O)NCc1ccco1 (stereo unspecified),-5%,-6%,1,-12,11%,-4%,-2
Cc1csc(N2CCN(c3cc4c(cc3Cl)nc(-c3ccncc3)n4CCCN3CCCC3)CC2)n1,-8%,197%[activator],-3,6,-4%,-16%,-7
O=C(CCS(=O)(=O)Cc1ccccc1)Nc1nnc(C(F)(F)F)s1,-14%,-32%,-3,7,-9%,-12%,-15
Cc1cc(C)c2nc(N3CCCC(C(=O)N4CCC(C(N)=O)CC4)C3)sc2c1 (stereo unspecified),-6%,213%[activator],22,12,8%,0%,29
Cc1ccc(C(=O)N2CCNC(=O)C2CC(=O)Nc2ccc(F)cc2)cc1C (stereo unspecified),-2%,21%,-2,-17,·,9%,-1
CCCCCC/C(=N/O)c1ccccn1,?,-25%,12,71,-4%,48%[activator],3
CCOC(=O)C1CCCN(C2CCN(Cc3nc(Cc4ccccc4)no3)CC2)C1 (stereo unspecified),6%,17%,6,30,0%,-11%,-3
Cc1ccc(C2CC2c2n[nH]c(=S)n2-c2cccc(C)c2)cc1 (stereo unspecified),4%,-33%,2,-23,8%,37%[activator],-23
COCCCn1c(SCC(=O)NC2CCCCC2)nc2ccccc2c1=O,-8%,-3%,-1,-6,8%,0%,3
CC1=NNC(=O)c2ccccc2O1,-7%,-54%,-2,25,-12%,86%[activator],-13
COc1cc(-c2csc(NC3CCCCC3)n2)cc(OC)c1OC,-11%,17%,2,14,-18%,-19%,23
CC(=O)Nc1ccc(S(=O)(=O)Nc2nc3ccccc3nc2Cl)cc1,-4%,-27%,8,·,9%,7%,23
O=[N+]([O-])c1cccc(C(=S)N2CCN(c3ccc(F)cc3)CC2)c1,7%,-16%,-4,-33,3%,-7%,-6
COc1cc(C=O)ccc1OC(=O)c1cccnc1,?,-12%,-1,14,-5%,15%,·
Cc1cc(C)c(C)c(SCC(=O)Nc2oc(C)c3c(C)n[nH]c(=O)c23)c1C,-12%,-22%,·,-8,·,9%,·
O=C(NC1CCCc2c1cnn2-c1cc(F)cc(F)c1)c1ccc[n+]([O-])c1 (stereo unspecified),3%,-9%,-2,-13,·,0%,-8
Cc1c(Cl)cccc1NC(=S)NCCN1CCOCC1,?,-20%,1,38,1%,10%,-7
CSc1ccccc1NC(=S)Nc1cc(C)cc(C)c1,3%,-21%,1,-16,-6%,57%[activator],-12
O=C(c1ccc([N+](=O)[O-])o1)N1CCN(Cc2ccccc2)CC1,0%,6%,-3,-25,-17%,-1%,-5
Cc1ccc(C(C)n2cc(C(=O)NCc3ccncc3)nn2)cc1 (stereo unspecified),?,-8%,-2,?,1%,0%,-15
